# NCI-60 one-dose screen, 48 h, at 10 µM unless noted. Numbers give growth in % (100 = growth as untreated, 0 = no growth, -100 = all killed).
# HS 578T – HS 578T breast cancer; AID 1794788; 78,000 tested, 4.1% active
# LOX IMVI – LOX IMVI melanoma; 79,000 tested, 7.4% active; AID 1794757
# UACC-257 – UACC-257 melanoma | 78,000 tested, 4.4% active
# SK-MEL-2 – SK-MEL-2 melanoma | 77,000 tested, 4.7% active | AID 1794763
# MALME-3M – MALME-3M melanoma; 78,000 tested, 5.8% active
# SK-MEL-28 – SK-MEL-28 melanoma; 81,000 tested, 4.1% active; AID 1794761
# UACC-62 – UACC-62 melanoma; 81,000 tested, 5.4% active; AID 1794756
# SK-MEL-5 – SK-MEL-5 melanoma; 80,000 tested, 6.4% active
# The depositor's hits bear a star; . = no result given. Rule for the calls: active = growth percent below 10; inactive = the rest.
SMILES,HS 578T,LOX IMVI,UACC-257,SK-MEL-2,MALME-3M,SK-MEL-28,UACC-62,SK-MEL-5
O=C(O)C1[S][Sb]([CH](C(=O)O)[CH](C(=O)O)[Sb]2[S]C(C(=O)O)C(C(=O)O)[S]2)[S]C1C(=O)O (configuration not stated),100.6,8.4*,89.3,64.7,31.3,61.1,89.2,3.8*
OC1CCc2c(-c3ccc4ncnc(N5CCc6cc(F)c(Cl)cc65)c4c3)cncc21 (configuration not stated),27.8,54.0,89.4,46.7,64.5,73.6,43.5,54.0
CCOC(=O)C1=C(C)n2nc(CC#N)c(C#N)c2NC1c1ccc(C2Nc3c(C#N)c(CC#N)nn3C(C)=C2C(=O)OCC)cc1 (configuration not stated),103.0,93.5,112.0,100.2,88.5,107.0,99.1,99.7
CN(C)C1CCCC/C=C(/c2ccccc2)C1c1ccccc1 (configuration not stated),86.3,89.3,91.5,104.5,119.7,100.4,98.4,106.2
CC(=O)Nc1ccc(N)cc1S(=O)(=O)O,104.4,95.5,81.5,98.4,116.0,115.9,112.1,99.0
O=S1(=O)NCCN1CCNc1nccc(-c2c(-c3cccc(O)c3)nc3sccn23)n1,95.9,55.0,59.7,72.1,5.0*,31.3,6.3*,94.4
CC(O)CN(/N=C\c1ccc([N+](=O)[O-])o1)C(N)=O (configuration not stated),104.9,91.4,94.2,105.2,116.6,111.8,93.5,98.6
Cc1ccc(-c2cc3nc(N(C)C)nc(-c4cccs4)n3n2)cc1,93.6,85.1,106.6,84.6,120.1,99.7,85.8,88.0
O=C1CC2C=CCN2C=C1c1cccs1 (configuration not stated),103.2,98.8,87.0,105.9,106.2,104.5,107.9,100.2
CNC(=O)c1cc(-n2ccc3cc(NC(=O)c4ccc(Cl)c(C(F)(F)F)c4)ccc32)ccn1,80.6,94.0,92.8,102.3,84.9,99.8,98.7,92.4
CC(=O)N(C)N=Nc1ccc(C)cc1,95.1,98.1,101.4,100.7,94.5,116.2,101.0,102.7
C/C(=C(/C)C1CC1CCNS(=O)(=O)c1ccc(C)cc1)c1ccc2c(c1)OCO2 (configuration not stated),100.7,92.7,91.6,100.9,.,102.1,71.7,86.8
N#C/C(=C\c1ccc(Br)cc1)n1nnc2cccc(F)c21,-11.1*,-56.3*,37.3,22.3,37.7,49.5,22.7,1.8*
c1ccc(-c2nc(-c3ccccn3)nc(-c3ccccn3)n2)nc1,76.5,80.1,106.3,91.8,101.0,107.9,78.6,.
CCc1c(C(=O)Nc2nc3ccccc3s2)nnn1-c1ccccc1F,97.7,97.6,103.1,104.8,88.9,97.5,78.7,83.0
O=c1sn(CCI)c(=O)n1Cc1ccc(Cn2c(=O)sn(CCI)c2=O)cc1,98.2,80.3,89.4,93.0,108.6,104.2,90.4,112.2
Cc1ccc(NC(=O)Nc2ccccc2C(N)=O)cc1,105.6,108.5,92.1,124.3,127.8,118.4,98.0,100.6
Cc1[nH]c(/C=C/C(=O)c2ccc(C(F)(F)F)c(F)c2)c(C)c1C(=O)NCC(C)C,97.9,90.5,99.2,110.0,96.6,106.4,96.6,99.8
Cc1c(C(=O)NCCc2ccc(N3CCCCC3)cc2)[nH]c2ccc(Cl)cc2c1=O,94.1,85.6,70.5,78.2,91.8,104.9,93.0,56.9
C=C(C)[C@@H]1CC[C@]2(C(=O)NCCN(CCNC(=O)C(Cl)Cl)CCNC(=O)C(Cl)Cl)CC[C@]3(C)[C@H](CC[C@@H]4[C@@]5(C)CC[C@H](OC(C)=O)C(C)(C)[C@@H]5CC[C@]43C)[C@@H]12,92.3,78.4,51.1,90.7,90.0,86.3,64.6,64.0
CC1(C)CC[C@]23CC[C@]4(C)[C@H](CC[C@@H]5[C@@]6(C)Cc7cnoc7C(C)(C)[C@@H]6CC[C@]54C)[C@H]2[C@H]1OC3=O,94.2,93.5,100.3,106.5,99.1,103.7,94.7,97.9
CC1=N/C(=C\c2ccc(N(C)C)cc2)C(=O)N1CCc1ccc(S(N)(=O)=O)cc1,91.6,98.1,87.1,97.9,93.4,116.5,93.7,97.8
Cn1c(=O)c2ncn(CC(=O)O)c2n(C)c1=O,101.6,104.0,64.4,103.7,101.2,108.2,100.5,100.7
c1ccc(C2Cc3ccccc3C2=NC2CCCCC2)cc1 (configuration not stated),112.5,102.9,110.5,93.5,115.6,113.7,99.6,103.3

# Reformatted bar-delimited: two of the compounds above
SMILES | HS 578T | LOX IMVI | UACC-257 | SK-MEL-2 | MALME-3M | SK-MEL-28 | UACC-62 | SK-MEL-5
Cn1c(=O)c2ncn(CC(=O)O)c2n(C)c1=O | 101.6 | 104.0 | 64.4 | 103.7 | 101.2 | 108.2 | 100.5 | 100.7
c1ccc(C2Cc3ccccc3C2=NC2CCCCC2)cc1 (configuration not stated) | 112.5 | 102.9 | 110.5 | 93.5 | 115.6 | 113.7 | 99.6 | 103.3

# (list continues)
SMILES,HS 578T,LOX IMVI,UACC-257,SK-MEL-2,MALME-3M,SK-MEL-28,UACC-62,SK-MEL-5
COc1ccccc1Cn1cc2c(c1-c1ccccc1)CCc1cnoc1-2,10.0*,38.1,50.0,49.2,.,58.3,50.1,18.1
CC(=O)c1c(N)c(C#N)cn1Cc1ccc(Cl)cc1Cl,115.6,104.1,114.6,113.8,114.7,111.7,105.3,101.8
CCCCOc1ccc(C(=O)OCCNC(C)C)cc1N,98.4,91.9,107.4,107.3,104.6,94.8,99.4,98.1
CCN1C(=O)N(CC)C2NNC(Sc3c(C(=O)O)c4ccccc4n(C4CCCC4)c3=O)=NC21 (configuration not stated),7.2*,.,58.7,27.0,72.4,54.8,47.4,13.8
CC(=O)O[C@H]1[C@@H]2OC(=O)C(CSc3ccccc3)[C@@H]2C[C@H]2O[C@]2(C)CC/C=C(\C)CCC[C@@H]1C (some centres not stated),69.6,28.4,15.8,35.6,87.2,37.7,38.3,47.0
Brc1cnc2[nH]cc(-c3csc(-c4ccc5ccccc5c4)n3)c2c1,105.6,107.7,91.1,107.9,102.4,106.1,96.8,102.7
COc1ccc2c(C3(c4cn(C)c5cc(OC)ccc45)C(=O)Nc4ccccc43)cn(C)c2c1,97.1,101.3,89.9,100.4,80.6,100.8,83.7,77.6
CCOc1ccc(NC(=O)CSc2oc(-c3ccccc3)nc2S(=O)(=O)c2ccc(F)cc2)cc1,74.2,74.1,70.1,81.4,78.3,72.6,62.8,79.7
CCC(C)(C)OC(=O)c1ccccc1C,96.0,94.3,94.4,102.8,108.4,106.0,97.5,97.0
CCOC(=O)C1(C(N)=O)OC1(c1ccc(Cl)cc1)c1ccccc1Cl (configuration not stated),95.5,99.6,104.0,105.6,.,110.3,87.1,109.3
C[n+]1ccc(C(N)=O)cc1,97.5,99.5,110.3,102.6,108.4,101.7,93.9,103.1
c1nc(NCC2CCCO2)cc(Nc2ccc(OCCN3CCCC3)cc2)n1 (configuration not stated),120.5,108.1,110.4,105.7,100.6,112.6,98.9,101.3
C[C@@H]1O[C@@H](OC[C@H]2OC(Oc3c(-c4ccc(OCCO)c(OCCO)c4)oc4cc(OCCO)cc(O)c4c3=O)[C@H](O)[C@@H](O)[C@@H]2O)[C@H](O)[C@H](O)[C@H]1O (some centres not stated),99.1,97.9,105.0,118.7,86.3,121.7,96.8,.
Nc1ccc2c(Cl)cc(Cl)cc2c1,99.3,89.7,107.2,111.8,113.1,113.2,92.4,105.7
COc1ccc(-c2c[nH]c(C(=O)NCCO)c2-c2cc(OC)c3c(c2OC)OCO3)cc1,97.7,96.8,102.1,107.9,93.5,103.9,87.0,97.6
O=[N+]([O-])c1cc(Br)cc2c1[nH]c1ccc(Br)cc12,65.4,38.0,88.7,.,66.3,89.8,67.7,88.1
COCCCn1c(-c2cc(OC)c(OC)c(OC)c2)nn2c(=O)c3ccccc3nc2c1=O,104.5,102.3,90.4,.,104.3,104.5,103.5,99.2
Cc1cc(=O)oc2cc(OC(=O)CN3CCN(C)CC3)ccc12,97.9,97.9,109.3,106.2,112.2,104.4,95.5,100.8
COc1cc(Nc2ncc(NC(=O)Nc3c(Cl)cccc3Cl)c(Oc3ccc(C)cc3OC)n2)cc(OC)c1,99.3,91.3,.,113.8,90.1,101.2,.,101.3
CC(C)c1ccc(C(C)C)cc1,101.3,96.8,97.4,110.5,101.6,109.6,106.4,98.5
N#Cc1c(-c2ccccc2Cl)cc(-c2c[nH]c3ccccc23)[nH]c1=O,.,.,82.3,49.0,57.2,65.3,50.3,63.8
COc1cc(/C=N\NC(=O)c2cnn(CC(O)c3ccccc3)c2N)cc(OC)c1OC (configuration not stated),85.5,95.8,96.5,115.4,95.2,109.9,98.3,95.7
CC(C)CC1C(C)(c2ccccc2)CC1(C)c1ccccc1 (configuration not stated),94.7,97.7,91.8,95.5,97.8,98.7,.,103.9
COc1cc(/C=C/C(=O)c2cc(OC)c(OC)c(OC)c2)ccc1OCc1ccc(Cl)cc1,126.5,98.6,104.3,118.9,113.9,119.9,103.1,99.3

# Reprinted at random: seven entries already listed, in no set order.
SMILES,HS 578T,LOX IMVI,UACC-257,SK-MEL-2,MALME-3M,SK-MEL-28,UACC-62,SK-MEL-5
CNC(=O)c1cc(-n2ccc3cc(NC(=O)c4ccc(Cl)c(C(F)(F)F)c4)ccc32)ccn1,80.6,94.0,92.8,102.3,84.9,99.8,98.7,92.4
c1ccc(-c2nc(-c3ccccn3)nc(-c3ccccn3)n2)nc1,76.5,80.1,106.3,91.8,101.0,107.9,78.6,.
O=C1CC2C=CCN2C=C1c1cccs1 (configuration not stated),103.2,98.8,87.0,105.9,106.2,104.5,107.9,100.2
c1ccc(C2Cc3ccccc3C2=NC2CCCCC2)cc1 (configuration not stated),112.5,102.9,110.5,93.5,115.6,113.7,99.6,103.3
c1nc(NCC2CCCO2)cc(Nc2ccc(OCCN3CCCC3)cc2)n1 (configuration not stated),120.5,108.1,110.4,105.7,100.6,112.6,98.9,101.3
COc1ccccc1Cn1cc2c(c1-c1ccccc1)CCc1cnoc1-2,10.0*,38.1,50.0,49.2,.,58.3,50.1,18.1
Nc1ccc2c(Cl)cc(Cl)cc2c1,99.3,89.7,107.2,111.8,113.1,113.2,92.4,105.7

# Next results.
SMILES,HS 578T,LOX IMVI,UACC-257,SK-MEL-2,MALME-3M,SK-MEL-28,UACC-62,SK-MEL-5
C[C@@]1(O)c2ccccc2N2C(=O)C(=O)N3[C@H](c4cccnc4)[C@]45C[C@@H]1[C@]23C=C4CC(=O)N5,106.3,96.8,103.6,100.4,98.8,114.1,94.7,101.6
CSC(=S)N/N=C/c1coc2ccccc2c1=O,.,89.0,102.1,101.0,84.1,97.6,92.8,96.9
c1ccc(-c2c3c(cn2CCN2CCCC2)-c2oncc2CC3)cc1,109.8,99.4,113.4,105.3,132.9,99.3,94.1,101.1
Nc1nc2ccc([N+](=O)[O-])cc2s1,130.3,106.1,105.7,94.7,117.2,97.5,89.4,107.0
Oc1[nH]c2ccccc2c1N=NC(=S)N=Nc1c(O)[nH]c2ccccc12,112.0,106.8,112.5,112.6,117.7,115.3,95.9,97.9
C=Cn1cc(C(=O)O)c(=O)c2cc(F)c(N3CCN(c4nccc(-c5nccs5)n4)CC3)cc21,.,.,-27.3*,-83.2*,-29.2*,-38.5*,-84.7*,-47.7*
NNc1nc(-c2ccccn2)nc2sc3c(c12)CCCCCC3,116.6,38.9,.,.,76.8,83.6,71.8,.
COc1cc2c(c(OC)c1OC)C(=O)CC(c1cccc(NC(=O)c3cc(NC(=O)[C@H](C)N)ccc3Cl)c1)O2 (some centres not stated),66.9,15.7,62.9,33.5,45.5,63.0,34.0,24.9
O=C(O)c1cn(C2CC2)c2cc(N3CCN(C(=O)CCCN4C(=O)S/C(=C/c5ccc(Cl)cc5)C4=O)CC3)c(F)cc2c1=O,107.2,61.8,94.9,92.7,89.1,108.5,93.8,98.9
C#CCOCC1CNC(=S)O1 (configuration not stated),115.0,98.0,99.5,105.5,.,107.8,97.1,102.7
O=C(O)c1ccc(-n2cc(/C=N/Nc3ccc(Br)cc3)c(-c3cccc(C(F)(F)F)c3)n2)cc1,76.3,47.7,99.6,77.9,83.4,90.7,40.3,75.6
N#Cc1c(N)nc2c(c1N)C(c1ccccc1Cl)C1=C(CCCC1=O)N2c1sc2c(c1C#N)CCCC2 (configuration not stated),82.4,96.1,87.6,97.3,111.6,113.1,76.8,98.3
CN1CC(c2ccccc2)C2(SC(=Nc3ccccc3)N(Nc3ccccc3)C2=O)C12C(=O)Nc1ccccc12 (configuration not stated),79.1,65.0,79.5,64.5,83.0,87.4,57.4,74.6
C/C(=C\c1ccccc1)c1ccncc1,114.6,127.8,151.8,143.5,101.8,116.6,.,102.1
Cc1sc2nc(NC(C)c3nnnn3-c3ccc(Br)cc3)[nH]c(=O)c2c1C (configuration not stated),84.0,82.5,86.7,105.9,108.9,130.2,74.7,93.5
CC(=O)N1Cc2ccccc2C(C)Cc2cc(Cl)ccc21 (configuration not stated),97.7,105.2,.,104.8,103.1,111.6,98.0,102.9
N/C(=N\c1nc2c(Br)cccc2s1)C(Br)Br,6.8*,-84.9*,51.4,-42.1*,-36.7*,-5.0*,-5.1*,68.3
COc1ccc(C(=O)c2c(N)c(C#N)cn2-c2cccnc2Cl)cc1,115.1,.,97.4,104.4,97.5,103.8,97.6,101.1
O=C1C(c2c[nH]c3ccccc23)=C(c2coc3ccc(O)cc23)C(=O)N1O,93.5,83.1,108.3,102.4,106.2,114.1,91.4,98.1
CC(=O)N(Cc1ccccc1)c1sc2c(CN(C)C)c(O)ccc2c1C#N,109.2,103.0,98.6,105.0,.,97.9,92.7,97.6
CCCC1(c2ccsc2)NC(=O)NC1=O (configuration not stated),105.3,93.9,91.6,112.1,125.4,107.6,107.1,.
C1CCC(NC2=NCCO2)CC1,98.9,97.3,101.7,102.0,109.9,101.9,98.6,101.5
CCSC1C(=O)N(C)C(SCC)C(=O)N1C (configuration not stated),108.6,95.1,109.4,143.4,115.1,116.7,111.9,107.6
CCOc1ccccc1-c1cc(-c2ccc(C)s2)c(C#N)c(=O)[nH]1,68.6,78.2,98.2,85.4,89.1,.,57.1,79.8

# Compound activity as filed in PubChem.
